Screens as filed in PubChem BioAssay.
RBX1-CUL1 inh: blocks human RBX1-Cullin-1 di-ubiquitin formation. P62877+Q13616. in vitro K48 di-Ub FRET, acceptor:donor ratio, 45 min. inhibition, % at 10 µM. hit rate 0.6% among 140,000. AID 1347404; in the data active means inhibition above about 25%
Target sequence (P62877 whole entry, looked up): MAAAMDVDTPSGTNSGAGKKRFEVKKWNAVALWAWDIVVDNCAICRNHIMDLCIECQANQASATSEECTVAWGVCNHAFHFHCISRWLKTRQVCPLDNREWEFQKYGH
Target sequence (Q13616 whole entry, looked up): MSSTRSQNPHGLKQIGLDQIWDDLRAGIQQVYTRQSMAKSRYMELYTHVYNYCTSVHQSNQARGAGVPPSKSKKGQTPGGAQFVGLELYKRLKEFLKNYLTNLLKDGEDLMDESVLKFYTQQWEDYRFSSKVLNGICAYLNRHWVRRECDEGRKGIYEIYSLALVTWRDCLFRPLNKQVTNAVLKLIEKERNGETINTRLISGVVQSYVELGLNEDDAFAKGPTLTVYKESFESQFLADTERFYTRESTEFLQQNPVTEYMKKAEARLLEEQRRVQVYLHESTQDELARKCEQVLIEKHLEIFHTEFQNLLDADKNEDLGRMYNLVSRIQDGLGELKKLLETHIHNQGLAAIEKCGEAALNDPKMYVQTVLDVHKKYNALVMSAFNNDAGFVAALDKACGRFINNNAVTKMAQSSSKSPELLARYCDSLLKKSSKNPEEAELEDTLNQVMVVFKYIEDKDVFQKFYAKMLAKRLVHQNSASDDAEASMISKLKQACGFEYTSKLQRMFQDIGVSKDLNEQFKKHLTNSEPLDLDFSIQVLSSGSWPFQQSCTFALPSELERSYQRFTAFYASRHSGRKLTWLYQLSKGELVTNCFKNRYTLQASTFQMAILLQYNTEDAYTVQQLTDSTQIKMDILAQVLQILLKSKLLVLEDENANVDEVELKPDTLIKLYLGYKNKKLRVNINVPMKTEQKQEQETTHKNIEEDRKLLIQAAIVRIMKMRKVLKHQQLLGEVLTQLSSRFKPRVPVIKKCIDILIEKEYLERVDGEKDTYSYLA
Starred values were filed as active, the others as inactive. This is a subset; the hit share may differ from the screen's.

SMILES | RBX1-CUL1 inh
COc1ccc(NC(=O)c2ccc(CN3CCCCC3)cc2)cc1 | 5
CC(=O)Oc1ccc(N(C(C)=O)S(=O)(=O)c2ccc(C)cc2C)c2ccccc12 | 0
CCOC(=O)c1[nH]c2ccccc2c1NC(=O)c1c(F)cccc1F | -10
CCCCOC(=O)c1ccc(NC(=O)c2cc([N+](=O)[O-])cc([N+](=O)[O-])c2)cc1 | 13
CC1=C(C#N)c2nc(N)c(C#N)c(C)c2/C1=C/c1cc2c(cc1Br)COC2 | 0
Cc1cc(C(=O)NC2CC3CCC2C3)ccc1NS(C)(=O)=O (stereo not given) | 3
C=CCOc1ccc(CNCCc2ccc(S(N)(=O)=O)cc2)cc1 | 8
O=C(O)COc1ccc(Br)cn1 | 8
CCC(=O)N1CCc2cc(Br)cc(S(=O)(=O)CCC(=O)Nc3ccc(CC)cc3)c21 | -7
OCCCNc1nc(Nc2ccc(OC(F)(F)Cl)cc2)nc(N2CCN(C34CC5CC(CC(C5)C3)C4)CC2)n1 | 3
CCc1nn(CC(=O)N(CC)Cc2ccccc2)c(=O)c2cc3occc3n12 | -1
C=CCOc1c(CNn2nnnc2N)cccc1OC | 2
Cc1cc(OCC(O)CN2CCN(c3cccc(Cl)c3)CC2)ccc1Cl (stereo not given) | 3
CC1(C)CC(=O)c2c(nc(C(C)(C)C)c3[nH]c4ccccc4c23)C1 | -1
COc1c(O)cccc1C=Nc1nncs1 | 13
CCCCNC1CCCN(c2nc(C)c3cc(F)ccc3n2)CC1 (stereo not given) | 8
O=C(NCc1ccccc1)c1nc2nc3c(c(=O)n2[nH]1)CCC3 | 0
Cc1ccc(NC(=O)Cn2c(SCc3cccc(F)c3)nc3ccncc32)c(C)c1 | -4
COCCCn1c(=O)c2sccc2n2c(CCCC(=O)Nc3cccc(OC)c3)nnc12 | -1
CCC(C)NC(=O)c1cnc2sc3c(n2c1=O)CCCC3 (stereo not given) | -3
Cc1nnc(SC2c3ccccc3-c3ccccc32)n(N)c1=O | 6
COc1ccc(C2C3C(=O)CC(C)(C)CC3=NC3=NC(SCc4ccccc4)=NC(=O)C32)cc1 (stereo not given) | 10
Nc1nc(-c2cccs2)c(CC(=O)O)s1 | 1
Cc1nc(CN2CCN(c3nc4nonc4nc3N3CCCCC3)CC2)cs1 | -2
Cc1nc(N2CCC(NCc3cccc(F)c3F)CC2)nc2cc(S(C)(=O)=O)ccc12 | -6
Cc1ccc(Cl)cc1NC(=O)CN1C(=O)S/C(=C/c2ccc3c(c2)n(C)c(=O)n3C)C1=O | 11
O=[N+]([O-])c1ccc(SNc2ccccn2)cc1 | 5
Cc1cc(C(=O)Nc2ccc(C(F)(F)F)cc2)no1 | 0
CNc1ccccc1C(=O)NCc1ccc(Cl)cc1 | -1
O=C(NCc1c(Cl)c(Cl)cc(Cl)c1OC(=O)c1ccccc1[N+](=O)[O-])c1ccccc1 | -9

3 entries picked at random from the list so far, as already listed:
SMILES | RBX1-CUL1 inh
Cc1cc(C(=O)Nc2ccc(C(F)(F)F)cc2)no1 | 0
CC1(C)CC(=O)c2c(nc(C(C)(C)C)c3[nH]c4ccccc4c23)C1 | -1
COc1ccc(C2C3C(=O)CC(C)(C)CC3=NC3=NC(SCc4ccccc4)=NC(=O)C32)cc1 (stereo not given) | 10

(more compounds)
SMILES | RBX1-CUL1 inh
CCCOc1ccc(S(=O)(=O)N2CC(C)OC(C)C2)cc1C (stereo not given) | 8
CCOC(=O)c1cccc(NC(=O)c2cc(CN3CCCC3)on2)c1 | -5
COc1cc(=O)n2c(c1C(=O)NCc1ccc3c(c1)OCO3)CCN(C(=O)C1CC13CCCC3)CC2 (stereo not given) | 5
O=C(CN1CCCCC1)NCc1cccnc1-n1cnc2ccccc21 | -5
CO[C@H]1O[C@@H]2COC(c3ccccc3)O[C@H]2[C@H](OC(C)=O)[C@H]1OC(C)=O (stereo not given in full) | -3
CC(C)Oc1ccc(CNC(=O)c2cc3ccccn3n2)cc1 | -3
CC(=O)Nc1ccc(S(=O)(=O)N(Cc2ccccc2)Cc2ccccc2)cc1 | 3
COC(=O)c1cc(C)sc1NC(=O)c1c(-c2ccccc2)noc1C | -6
CCOC(=O)N1CCN(C(=O)CN(c2cccc(Cl)c2)S(=O)(=O)c2ccccc2)CC1 | 9
CCOC(=O)c1c(NC(=O)CN2CCC(C)CC2)sc(C)c1-c1ccc(Cl)cc1 | 9
COC(=O)C1C(c2ccccc2)N1C(=O)c1ccc(-c2ccccc2)cc1 (stereo not given) | 0
CC(=O)c1c(C)nn(S(=O)(=O)c2c(C)cc(C)cc2C)c1C | 0
O=S(=O)(Cc1c(F)cccc1Cl)N1CCN(c2ccc(F)cc2)CC1 | 1
CSCCC(=O)NC1CC(=O)N(C2CCCCCC2)C1 (stereo not given) | -3
COC(=O)c1ccc(COc2ccc(Br)cc2)o1 | 7
O=C(O)CSc1nnc2c(n1)OC(c1ccc(Cl)cc1)Nc1ccccc1-2 (stereo not given) | -6
CC(C)(C)C(=O)COC(=O)c1cccc(N2C(=O)C3C4C=CC(C4)C3C2=O)c1 (stereo not given) | -1
O=C(Nc1cc(Cl)ccc1C(=O)O)c1ccc(CN2C(=O)c3ccccc3C2=O)cc1 | -1
CC(=O)N1CCN(c2ncccc2CNCc2cc3ccccc3s2)CC1 | 1
CC(=O)N1c2ccccc2C2(O)C1SC1=[N+]2CCCCC1 (stereo not given) | -5
COc1cc(C(=O)CCSc2ccccc2N)cc(OC)c1OC | 1
COC(=O)C1C2CCC(C2)C1C(c1ccccc1)c1ccccc1 (stereo not given) | 0
CNC1CC(c2ccccc2)N(C)C2CCCC12O (stereo not given) | -13
CC(C)CNS(=O)(=O)Cc1ccc(Cl)cc1Cl | 6
CN(C(=O)c1ccccn1)C(Cc1ccccc1)C1CCN(C(=O)c2csc3c2CCCC3)CC1 (stereo not given) | 12
Cc1ccccc1/C=C1\CCCc2ccccc2C1=O | -5
c1cnc(N2CCC(C3CCN(Cc4ccc5nonc5c4)C3)CC2)nc1 (stereo not given) | 10
Cc1sc2ncnc(N3CCN(c4ccccc4)CC3)c2c1C | 0
O=C1N(c2ccc3c(c2)OCO3)C(c2ccc3c(c2)OCO3)C1(F)F (stereo not given) | -5
Cc1ncc2c(c1CNC(=O)CSc1ncccn1)CCN(C(=O)CCOc1ccccc1)C2 | -5

Grouped by structure: those above with a COOH group
SMILES | RBX1-CUL1 inh
O=C(O)COc1ccc(Br)cn1 | 8
Nc1nc(-c2cccs2)c(CC(=O)O)s1 | 1
O=C(O)CSc1nnc2c(n1)OC(c1ccc(Cl)cc1)Nc1ccccc1-2 (stereo not given) | -6
O=C(Nc1cc(Cl)ccc1C(=O)O)c1ccc(CN2C(=O)c3ccccc3C2=O)cc1 | -1

Continued:
SMILES | RBX1-CUL1 inh
Cc1cccc(C(=O)Nc2cccc(C(=O)OCc3cc(=O)n4nc(C(C)C)sc4n3)c2)c1 | -6
Cn1ncc(N2CCC(CNC(=O)CN3Cc4ccccc4C3)C2)cc1=O (stereo not given) | 8
CN1CCc2nc3sc(C(=O)C45CC6CC(CC(C6)C4)C5)c(N)c3c(-c3ccsc3)c2C1 | 1
Cc1cc(-c2cccc(-c3ccn(CCCN4CCOCC4)n3)c2)ccn1 | 1
COC(=O)c1ccc2c(c1)C1C=CCC1C(c1ccc([N+](=O)[O-])cc1)N2 (stereo not given) | 2
COc1ccccc1C(=O)N/N=C/c1c(O)c(Br)cc2oc3c(c12)CCCC3 | 4
O=C(Nc1ccc(Br)cc1)c1cccc(C(=O)Nc2ccc(Br)cc2)c1 | 2
Cc1cc(=O)oc2cc(OC(=O)c3ccccc3Cl)ccc12 | -7
CN(C)c1ccc(/C=N/NC(=O)c2nnsc2NC(=O)Nc2ccccc2)cc1 | 6
CCCCCCc1cc(-c2nc(-c3ccccc3)nnc2-c2ccc(Cl)cc2)c(O)cc1O | -4
CCCc1cc(NCc2ccccn2)n2c(nc3ccccc32)c1C#N | 3
C=CCn1c(=S)[nH]c2c1c(=O)n(C)c(=O)n2C | 4
COc1ccccc1/C=C/c1nc(C#N)c(NC2CCCCC2)o1 | 0
O=c1cc(C2CCNCC2)nc(-c2ccccn2)[nH]1 | 0
COc1ccc(CNC(=O)C2CCN(S(=O)(=O)c3ccc4nc5c(c(C(=O)O)c4c3)CC(C)CC5)CC2)cc1 (stereo not given) | 3
Cc1cccc(NC(=O)C(C)Oc2ccc(Br)cc2Br)c1 (stereo not given) | 7
O=c1ccc(Br)cn1Cc1ccccc1 | -1
Cc1nc(C)c(C(=O)N2CCc3[nH]nc(-c4ccccc4)c3C2)s1 | 7
Cc1ccc(C(=O)Nc2ccc(N3CCN(C(=O)c4cccs4)CC3)cc2)cc1Cl | -7
O=C(Nc1ccc(N2C(=O)CCC2=O)cc1)c1ccco1 | 4
Cc1cnc2ncc3sccc3c2c1 | 8
CC(C)Oc1cccc(C(=O)Nc2ccc3oc(-c4ccccc4)nc3c2)c1 | -3
O=C(NCc1ccccc1)c1ccc2c(c1)nc1n2CCOC1 | -1
CCOC(=O)CCCSc1nc2ccccc2c(=O)n1C | -9
CCC1(O)CC(c2ccccc2)=NN1C(=O)c1ccccc1F (stereo not given) | 2
Cc1ccc(C2=NN(C(=O)CCCC(=O)O)C(c3ccc4c(c3)OCO4)C2)cc1 (stereo not given) | -1
COc1ccc(S(=O)(=O)Oc2cccc(Cl)c2Cl)cc1OC | 10
CCOc1cc(C)ccc1S(=O)(=O)Nc1ccccn1 | -6
CCCCOC(=O)c1c(NC(=O)c2csc(C)c2)sc(C(N)=O)c1C | 1
COc1ccc(C(=O)NCc2ccccc2)cc1C | -2
Cc1ccc(N2C(=O)/C(=C\c3cccc([N+](=O)[O-])c3)C3=C2C(=O)N(c2ccc(C)cc2)C3c2ccccc2)cc1 (stereo not given) | -9
CC(Sc1nnc(-c2ccccc2)n1C)C(=O)NC(c1ccccc1)c1ccccc1 (stereo not given) | -3
COc1ccc(C(=O)NCC(=O)NCC(=O)O)cc1 | -7
CCOC(=O)c1cnc2ncnn2c1-c1ccc(OC)cc1 | 14
CC1=Nc2nc3ccccc3n2C(c2cccc([N+](=O)[O-])c2)C1C(=O)OC(C)C (stereo not given) | 13
CCOc1cc(C2NC(=S)N=C(C)C2C(C)=O)cc(Br)c1O (stereo not given) | -7
O=c1[nH]c(O)c(N=Nc2cccc(Br)c2)c(=O)[nH]1 | 5
CCOc1ccccc1NC(=O)Cn1cnc2sc(C)c(S(=O)(=O)N3CCC(C)CC3)c2c1=O | -11
O=C1C=NN(Cc2ccc(Br)cc2Br)C(Cl)N1 (stereo not given) | 1
COc1ccc(-c2cc(C(=O)Nc3c(C)nn(Cc4ccccc4C)c3C)no2)cc1 | 6
N#Cc1cc2ccccc2c2sc3ccccc3c12 | 7
Cc1ccc(C(=O)CC=Nc2cc(C(C)(C)C)on2)cc1 | 1
Cc1ccc(OCc2nn(CN3CCCCC3)c(=S)n2C)cc1C | 7
O=C(Nc1cccc(Cl)c1)c1csnn1 | -10
CCN1CCN(c2ccc(C(=O)NCC3CCN(CC(C)C)C3)cn2)CC1 (stereo not given) | 4
O=C(O)CCCN1C(=O)/C(=C/c2ccc(Cl)cc2Cl)SC1=S | 1
C#CCOc1cc(-n2ncc(=S)n(C)c2=O)c(F)cc1Cl | 0
O=C(CNS(=O)(=O)c1cccc(Cl)c1)Nc1cccc(-c2nc3ccccc3s2)c1 | -3
Cc1ccc(CNc2ncnc3onc(-c4ccc(F)cc4)c23)cc1 | -5
C=CCSc1ccccc1C(=O)NCC | -3
Cc1cc(Cl)ccc1NC(=O)CCS(=O)(=O)c1ccc2c(c1)CC(C)N2C(=O)C1CC1 (stereo not given) | -7
COc1ccc(-c2cc(C(=O)Nc3cc(C)nn3-c3ccccc3)no2)cc1OC | 0
COc1ccc2c(c1)CCc1c(C(=O)Nc3cnn(Cc4ccc(Cl)cc4Cl)c3)noc1-2 | -1
CCN(CC)S(=O)(=O)c1ccc(C(=O)NCCCNC2NS(=O)(=O)C3CCCCC23)cc1 (stereo not given) | -4
CC(C)(C)C(=O)CC1=NC2CCCCC2N=C1CC(=O)C(C)(C)C (stereo not given) | -2
CCOC(=O)N1C2C3C4C5C3C(C5C42)N1C(=O)OCC (stereo not given) | 0
CC1CCCCN1CC(O)COC12CC3CC(CC(C3)C1)C2 (stereo not given) | 6
COc1ccc(Cn2nnc3c(=O)[nH]c(C4CCCN(C(=O)c5ccc(C)cc5)C4)nc32)cc1 (stereo not given) | 7
COc1ccc(OC)c(C2c3c(oc4ccc(C)cc4c3=O)C(=O)N2CCCN(C)C)c1 (stereo not given) | -3
Cc1cccc(NC(=O)C23CCC(C2)C(C)(C)C3=O)c1C (stereo not given) | 0
COc1cc2c(-c3ccccc3)nc3c(cnn3-c3ccccc3)c2cc1OC | 2
CCS(=O)(=O)N1CC(=O)N(c2ccc(Cl)cc2C)C(C)(C(=O)NC2CCCCCC2)C1 (stereo not given) | -7
CC1CN(C(=O)Nc2ccc(C(=O)NCc3ccccc3F)cc2)c2ccccc2S1 (stereo not given) | 1

In the list so far, eight contain an aryl thioether with sulfur outside any ring:
SMILES | RBX1-CUL1 inh
Cc1ccc(NC(=O)Cn2c(SCc3cccc(F)c3)nc3ccncc32)c(C)c1 | -4
Cc1nnc(SC2c3ccccc3-c3ccccc32)n(N)c1=O | 6
O=C(O)CSc1nnc2c(n1)OC(c1ccc(Cl)cc1)Nc1ccccc1-2 (stereo not given) | -6
COc1cc(C(=O)CCSc2ccccc2N)cc(OC)c1OC | 1
Cc1ncc2c(c1CNC(=O)CSc1ncccn1)CCN(C(=O)CCOc1ccccc1)C2 | -5
CCOC(=O)CCCSc1nc2ccccc2c(=O)n1C | -9
CC(Sc1nnc(-c2ccccc2)n1C)C(=O)NC(c1ccccc1)c1ccccc1 (stereo not given) | -3
C=CCSc1ccccc1C(=O)NCC | -3
